PAFAH1B3 FP inh: inhibitors of human PAFAH1B3 | 340,000 tested, 0.28% active | inhibition, % at 3.39 µM | recombinant PAFAH1B3, FP-rhodamine probe, fluorescence polarization;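 active means inhibition above the screen-wide average of all tested compounds plus 3 SD, cut at about 25% in these data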;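 further: 0% = enzyme with DMSO only and 100% = wells lacking PAFAH1B3 protein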
pPAFAH inh: inhibitors of human plasma PAF acetylhydrolase (pPAFAH) | Q13093 | recombinant pPAFAH, FP-rhodamine probe fluorescence polarization | inhibition, % at 3.39 µM | 330,000 tested, 1.5% active | AID 463082;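 active means inhibition above the mean inhibition across the screen plus 3 SD, cut at about 25% in these data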;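 further: inhibitors block binding of the rhodamine activity-based probe so polarization drops; 0% = enzyme with DMSO and 100% = wells lacking pPAFAH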
LYPLA1 inh: LYPLA1 (human) inhibition in PME1 counter-screen; 320,000 tested, 0.16% active; O75608; inhibition, % at 5.9 µM; recombinant LYPLA1, FP-Rh probe fluorescence polarization;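 active means inhibition above the mean of all tested compounds plus 3 SD, set per campaign, cut at about 14% in these data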;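 further: inhibitors block serine hydrolase probe labeling of LYPLA1 so polarization falls; 0% = enzyme with DMSO and 100% = wells lacking LYPLA1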
PREPL inhibitor: human PREPL enzyme inhibition; recombinant PREPL, fluorescence polarization activity-based probe; inhibition, % at 5.96 µM; 320,000 tested, 0.68% active; in the data active means inhibition above about 43%;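 further: 0% = enzyme with DMSO and 100% = wells lacking enzyme; many of its hits are not listed in these tables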
Target sequence (Q4J6C6 whole entry, looked up): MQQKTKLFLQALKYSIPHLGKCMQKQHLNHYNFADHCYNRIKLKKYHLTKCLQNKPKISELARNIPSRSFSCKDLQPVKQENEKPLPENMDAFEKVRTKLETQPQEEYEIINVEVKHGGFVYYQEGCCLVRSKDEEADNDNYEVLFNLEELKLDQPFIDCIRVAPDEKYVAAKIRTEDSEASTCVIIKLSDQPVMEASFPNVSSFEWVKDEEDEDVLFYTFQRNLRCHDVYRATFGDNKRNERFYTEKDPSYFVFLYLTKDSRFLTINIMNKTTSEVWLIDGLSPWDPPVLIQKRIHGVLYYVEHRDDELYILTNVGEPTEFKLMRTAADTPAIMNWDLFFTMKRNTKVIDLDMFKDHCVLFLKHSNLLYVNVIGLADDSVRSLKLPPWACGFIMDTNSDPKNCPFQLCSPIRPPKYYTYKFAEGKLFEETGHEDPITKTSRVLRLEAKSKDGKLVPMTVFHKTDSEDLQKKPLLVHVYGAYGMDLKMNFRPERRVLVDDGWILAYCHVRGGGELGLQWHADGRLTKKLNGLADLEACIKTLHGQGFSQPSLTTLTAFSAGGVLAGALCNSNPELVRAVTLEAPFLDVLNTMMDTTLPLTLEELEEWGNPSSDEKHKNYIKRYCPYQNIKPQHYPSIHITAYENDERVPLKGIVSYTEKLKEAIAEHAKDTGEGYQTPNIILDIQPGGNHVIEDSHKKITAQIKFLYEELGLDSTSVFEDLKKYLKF
EBNA-1 inhibitor: blocks EBNA-1 binding to DNA. EBNA-1 DNA binding, fluorescence polarization. inhibition, % at 14.8 µM. 300,000 tested, 0.34% active; in the data active means inhibition above about 28%
LYPLA2 counter: LYPLA2 (human) inhibition in PME1 counter-screen. O95372. AID 2177. inhibition, % at 5.9 µM. recombinant LYPLA2, FP-Rh probe fluorescence polarization. 320,000 tested, 0.38% active;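 active means inhibition above the screen-wide mean plus 3 SD, limit set per campaign, cut at about 26% in these data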;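 further: 0% = LYPLA2 with DMSO and 100% = wells lacking LYPLA2 enzyme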
ZTA DNA inh: blocks Epstein-Barr virus ZTA, an EBNA-1 counter-screen; P03206; ZTA-DNA binding, fluorescence polarization; inhibition, % at 11 µM; 320,000 tested, 0.15% active; AID 2234; in the data active means inhibition above about 33%
PAFAH1B2 FP inh: blocks human PAF acetylhydrolase 1b catalytic subunit 2; inhibition, % at 3.39 µM; P68402; 340,000 tested, 1.2% active; recombinant PAFAH1B2, FP-rhodamine activity probe, fluorescence polarization;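 active means inhibition above the mean of all tested compounds plus 3 SD, cut at about 24% in these data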;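 further: 0% = enzyme with DMSO and 100% = wells lacking PAFAH1B2; many of its hits are not listed in these tables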
Target sequence (P68402 whole entry, looked up): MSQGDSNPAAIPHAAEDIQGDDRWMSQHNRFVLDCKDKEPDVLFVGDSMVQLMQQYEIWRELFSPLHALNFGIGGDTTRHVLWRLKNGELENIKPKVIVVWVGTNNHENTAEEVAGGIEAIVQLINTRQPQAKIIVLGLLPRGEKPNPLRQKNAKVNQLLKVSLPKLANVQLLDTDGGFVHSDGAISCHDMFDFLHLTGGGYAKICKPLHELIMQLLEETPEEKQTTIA
PAFAH2 inh: PAFAH2 (human) inhibition; 340,000 tested, 0.99% active; inhibition, % at 3.39 µM; AID 492956; Q99487; recombinant PAFAH2, FP-rhodamine activity probe, fluorescence polarization;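 active means inhibition above the mean over all tested compounds plus 3 SD, cut at about 30% in these data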;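 further: inhibitors block probe labeling of enzyme so polarization drops; 0% = enzyme with DMSO and 100% = wells lacking PAFAH2 protein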
Starred values were filed as active, the others as inactive.

COc1ccccc1C(=O)COC(=O)CSCC(=O)Nc1cc(C)on1 was read as PAFAH1B3 FP inh -3, pPAFAH inh -3, LYPLA1 inh -1, PREPL inhibitor 8, EBNA-1 inhibitor -8, LYPLA2 counter -8, ZTA DNA inh -6, PAFAH1B2 FP inh -2 and PAFAH2 inh 0.
For N/C(=N\OC(=O)Cc1ccccc1[N+](=O)[O-])c1ccncc1 the results were PAFAH1B3 FP inh 8, pPAFAH inh 1, LYPLA1 inh 1, PREPL inhibitor -1, EBNA-1 inhibitor 0, LYPLA2 counter 7, ZTA DNA inh 16, PAFAH1B2 FP inh 4 and PAFAH2 inh 3.
Screening O=C(Nc1ccc(O)cc1C(=O)O)c1ccc2c(c1)C(=O)N(Cc1ccco1)C2=O returned PAFAH1B3 FP inh 18, pPAFAH inh 17, LYPLA1 inh 0, PREPL inhibitor 16, EBNA-1 inhibitor -4, LYPLA2 counter -1, ZTA DNA inh -10, PAFAH1B2 FP inh 10 and PAFAH2 inh 17.
`C[C@H](CO)N1C[C@H](C)[C@@H](CN(C)Cc2ccncc2)Oc2c(NS(=O)(=O)c3cccs3)cccc2C1=O` gave PAFAH1B3 FP inh 3, pPAFAH inh 4, PREPL inhibitor 20, PAFAH1B2 FP inh 0 and PAFAH2 inh 3.
`Cc1ccsc1C(=O)N1CCC(N2CCC(C(=O)NCC3CCCO3)CC2)CC1` (stereo not given) gave PAFAH1B3 FP inh -16, pPAFAH inh -5, LYPLA1 inh -10, PREPL inhibitor -5, EBNA-1 inhibitor -4, LYPLA2 counter -19, ZTA DNA inh 0, PAFAH1B2 FP inh -26 and PAFAH2 inh -28.
CCc1ccccc1Nc1nc(-c2cccnc2)cs1 was read as PAFAH1B3 FP inh 4, pPAFAH inh 0, LYPLA1 inh 0, PREPL inhibitor 9, EBNA-1 inhibitor -3, LYPLA2 counter 2, ZTA DNA inh 0, PAFAH1B2 FP inh 2 and PAFAH2 inh 5.
O=C(NCCc1ccccn1)c1cc(C(=O)C2CCCCC2)c[nH]1 was read as PAFAH1B3 FP inh -2, pPAFAH inh 4, LYPLA1 inh 0, PREPL inhibitor 4, EBNA-1 inhibitor 7, LYPLA2 counter 3, ZTA DNA inh -6, PAFAH1B2 FP inh 8 and PAFAH2 inh -3.
CC(NC(=O)c1ccccc1F)C(=O)O (stereo not given) was read as PAFAH1B3 FP inh 4, pPAFAH inh -3, LYPLA1 inh 1, PREPL inhibitor 14, EBNA-1 inhibitor 4, LYPLA2 counter -3, ZTA DNA inh 16, PAFAH1B2 FP inh 3 and PAFAH2 inh -5.
CN(C(=O)CNC(=O)c1ccc(Br)o1)C1CCCCC1 was read as PAFAH1B3 FP inh 1, pPAFAH inh 4, LYPLA1 inh 1, PREPL inhibitor -3, EBNA-1 inhibitor -5, LYPLA2 counter 4, ZTA DNA inh 3, PAFAH1B2 FP inh 2 and PAFAH2 inh 0.
For O=C(NC1CCCCC1)C(c1ccccc1)N(C(=O)c1cccs1)c1ccc2c(c1)OCO2 (stereo not given) the results were PAFAH1B3 FP inh 1, pPAFAH inh -10, LYPLA1 inh -4, PREPL inhibitor 17, EBNA-1 inhibitor -13, LYPLA2 counter -4, ZTA DNA inh -4, PAFAH1B2 FP inh -9 and PAFAH2 inh -5.
`O=C(COC(=O)c1cc(Br)ccc1O)Nc1ccc2c(c1)OCCO2` gave PAFAH1B3 FP inh 10, pPAFAH inh 3, LYPLA1 inh -2, PREPL inhibitor -2, EBNA-1 inhibitor 49*, LYPLA2 counter -5, ZTA DNA inh 6, PAFAH1B2 FP inh 2 and PAFAH2 inh 4.
For O=c1[nH]c2cc3c(cc2cc1CN(Cc1cccnc1)C(=S)NCc1ccco1)OCCO3 the results were PAFAH1B3 FP inh 1, pPAFAH inh 2, LYPLA1 inh -3, PREPL inhibitor 4, EBNA-1 inhibitor -3, LYPLA2 counter -7, ZTA DNA inh -17, PAFAH1B2 FP inh 3 and PAFAH2 inh 5.
Cc1cc(S(=O)(=O)N2CCOCC2)ccc1OCC(=O)Nc1ccccc1C(F)(F)F was read as PAFAH1B3 FP inh 7, pPAFAH inh 1, LYPLA1 inh 2, PREPL inhibitor -3, EBNA-1 inhibitor 17, LYPLA2 counter 3, ZTA DNA inh 25, PAFAH1B2 FP inh 4 and PAFAH2 inh 1.
CC(=O)N1CCc2cc(S(=O)(=O)NCCC(=O)NCCc3ccc(C)cc3)ccc21 was read as PAFAH1B3 FP inh 2, pPAFAH inh 8, LYPLA1 inh -10, PREPL inhibitor -5, EBNA-1 inhibitor -2, LYPLA2 counter -3, ZTA DNA inh 13, PAFAH1B2 FP inh 8 and PAFAH2 inh 1.
COc1ccc(CNC(=O)c2cc(=O)c3ccc(C)c(C)c3o2)cc1 was read as PAFAH1B3 FP inh 7, pPAFAH inh 6, LYPLA1 inh -2, PREPL inhibitor 6, EBNA-1 inhibitor -13, LYPLA2 counter -5, ZTA DNA inh 6, PAFAH1B2 FP inh 2 and PAFAH2 inh 0.
For N#Cc1c2n(c3c(=O)n(Cc4ccc(Cl)cc4)cnc13)CCCCC2 the results were PAFAH1B3 FP inh 7, pPAFAH inh -1, LYPLA1 inh -3, PREPL inhibitor 10, EBNA-1 inhibitor -16, LYPLA2 counter 1, ZTA DNA inh 0, PAFAH1B2 FP inh -1 and PAFAH2 inh 1.
`COCCn1c(SCC(=O)N2CCCC(C)C2)nnc1-c1ccco1` (stereo not given) gave PAFAH1B3 FP inh 4, pPAFAH inh 1, LYPLA1 inh 2, PREPL inhibitor 4, EBNA-1 inhibitor 5, LYPLA2 counter 2, ZTA DNA inh -3, PAFAH1B2 FP inh 5 and PAFAH2 inh -2.
COc1ccc(-n2cc(CNC(C)c3ccncn3)c(-c3cccc(F)c3)n2)cc1 (stereo not given) was read as PAFAH1B3 FP inh 0, pPAFAH inh 2, LYPLA1 inh -3, PREPL inhibitor -3, EBNA-1 inhibitor 7, LYPLA2 counter 1, ZTA DNA inh -1, PAFAH1B2 FP inh 0 and PAFAH2 inh 0.
`O=C(N/N=C/c1ccc([N+](=O)[O-])cc1)c1ccc(COc2ccccc2-c2ccccc2)cc1` gave PAFAH1B3 FP inh -4, pPAFAH inh -5, LYPLA1 inh -11, PREPL inhibitor 6, EBNA-1 inhibitor -8, LYPLA2 counter -11, ZTA DNA inh -26, PAFAH1B2 FP inh -1 and PAFAH2 inh 17.
Screening CCCCc1nnc(NC(=O)C(=O)OCC)s1 returned PAFAH1B3 FP inh 5, pPAFAH inh 2, LYPLA1 inh -4, PREPL inhibitor 3, EBNA-1 inhibitor -5, LYPLA2 counter 1, ZTA DNA inh 2, PAFAH1B2 FP inh -4 and PAFAH2 inh -5.
Screening Cc1ccc(C)c(OCCCCn2cnc3ccccc3c2=O)c1 returned PAFAH1B3 FP inh 9, pPAFAH inh 6, LYPLA1 inh 0, PREPL inhibitor 5, EBNA-1 inhibitor 2, LYPLA2 counter 3, ZTA DNA inh 8, PAFAH1B2 FP inh 2 and PAFAH2 inh 3.
Clc1cccc(Cl)c1-c1nnc2cccc(Cl)n12 was read as PAFAH1B3 FP inh -2, pPAFAH inh 6, LYPLA1 inh 1, PREPL inhibitor 4, EBNA-1 inhibitor 8, LYPLA2 counter 7, ZTA DNA inh -8, PAFAH1B2 FP inh 3 and PAFAH2 inh 6.
Screening COc1ccc(-c2c(C)oc3c(CN4CCCCC4C)c(O)ccc3c2=O)cc1 (stereo not given) returned PAFAH1B3 FP inh 5, pPAFAH inh 2, LYPLA1 inh 3, PREPL inhibitor -5, EBNA-1 inhibitor 9, LYPLA2 counter -5, ZTA DNA inh 3, PAFAH1B2 FP inh 3 and PAFAH2 inh -5.
COc1ccc(/C=N/Nc2nc(N3CCCC3)nc(N3CCCC3)n2)c(OC)c1OC was read as PAFAH1B3 FP inh -3, pPAFAH inh -2, LYPLA1 inh 0, PREPL inhibitor 11, EBNA-1 inhibitor 4, LYPLA2 counter 3, ZTA DNA inh -4, PAFAH1B2 FP inh -2 and PAFAH2 inh 7.
For COc1ccc(NC(C)=O)cc1NC(=O)CSc1nnc(-c2cccnc2)n1C the results were PAFAH1B3 FP inh 11, pPAFAH inh -1, LYPLA1 inh -1, PREPL inhibitor 13, EBNA-1 inhibitor -12, LYPLA2 counter -8, ZTA DNA inh -11, PAFAH1B2 FP inh -2 and PAFAH2 inh -5.
CCc1nnc(NC(=O)CCC(=O)N2CCN(CCc3ccccc3)CC2)s1 was read as PAFAH1B3 FP inh 2, pPAFAH inh 0, LYPLA1 inh -1, PREPL inhibitor -7, EBNA-1 inhibitor 10, LYPLA2 counter 13, ZTA DNA inh 1, PAFAH1B2 FP inh 0 and PAFAH2 inh -2.
`COc1ccccc1NC(=O)CN(c1ccc(C23CC4CC(CC(C4)C2)C3)cc1)S(C)(=O)=O` gave PAFAH1B3 FP inh 0, pPAFAH inh 3, LYPLA1 inh -5, PREPL inhibitor -2, EBNA-1 inhibitor 6, LYPLA2 counter 2, ZTA DNA inh -2, PAFAH1B2 FP inh -1 and PAFAH2 inh -7.
OC(CNCCC(c1ccccc1)c1ccccc1)COc1ccccc1 (stereo not given) was read as PAFAH1B3 FP inh -3, pPAFAH inh 6, LYPLA1 inh 5, PREPL inhibitor -16, EBNA-1 inhibitor 0, LYPLA2 counter 6, ZTA DNA inh -13, PAFAH1B2 FP inh 3 and PAFAH2 inh -4.
Screening O=C(CCc1nc(-c2ccccc2F)no1)NCCc1ccccc1Cl returned PAFAH1B3 FP inh 10, pPAFAH inh 3, LYPLA1 inh 0, PREPL inhibitor -51, EBNA-1 inhibitor -6, LYPLA2 counter 4, ZTA DNA inh -19, PAFAH1B2 FP inh 11 and PAFAH2 inh 3.
`CCOc1ccc(N(Cc2ccccc2F)C2=NC3CS(=O)(=O)CC3S2)cc1` (stereo not given) gave PAFAH1B3 FP inh 3, pPAFAH inh 8, LYPLA1 inh -2, PREPL inhibitor 8, EBNA-1 inhibitor 3, LYPLA2 counter -3, ZTA DNA inh 5, PAFAH1B2 FP inh 5 and PAFAH2 inh -11.
For COc1ccc([C@H]2CC(=O)C=C(/C=C/c3ccc(C(F)(F)F)cc3)C2)cc1 the results were PAFAH1B3 FP inh -3, pPAFAH inh 1, LYPLA1 inh -1, PREPL inhibitor -2, LYPLA2 counter 5, ZTA DNA inh -7, PAFAH1B2 FP inh 8 and PAFAH2 inh -3.
Screening COc1ccc(N2CCN(c3nc(NCCc4ccc(OC)c(OC)c4)nc(OC)n3)CC2)cc1 returned PAFAH1B3 FP inh 0, pPAFAH inh 4, LYPLA1 inh -1, PREPL inhibitor 35, EBNA-1 inhibitor 8, LYPLA2 counter -2, ZTA DNA inh 14, PAFAH1B2 FP inh 1 and PAFAH2 inh 3.
Screening CCOc1ccccc1N(CC(=O)Nc1ccccc1C(=O)N1CCOCC1)S(C)(=O)=O returned PAFAH1B3 FP inh 0, pPAFAH inh -1, LYPLA1 inh 4, PREPL inhibitor 10, EBNA-1 inhibitor -9, LYPLA2 counter -6, ZTA DNA inh -6, PAFAH1B2 FP inh 5 and PAFAH2 inh 0.
Screening O=C(Nc1nnc(CCS(=O)(=O)c2ccc3ccccc3c2)s1)c1cccs1 returned PAFAH1B3 FP inh 4, pPAFAH inh 3, LYPLA1 inh 2, PREPL inhibitor 5, EBNA-1 inhibitor 7, LYPLA2 counter 0, ZTA DNA inh 1, PAFAH1B2 FP inh -4 and PAFAH2 inh -16.
Screening CN(C)CC(=O)N1c2ccccc2Sc2ccc(Cl)cc21 returned PAFAH1B3 FP inh 6, pPAFAH inh -1, LYPLA1 inh -2, PREPL inhibitor -2, EBNA-1 inhibitor 9, LYPLA2 counter -4, ZTA DNA inh -4, PAFAH1B2 FP inh 3 and PAFAH2 inh -1.

Screening data as filed in PubChem BioAssay.

Some of the compounds tested (hit frequency here may not be typical).
